Compound activity (PubChem)
M17LAP inhibition = P. falciparum M17LAP inhibitors, primary screen, biochemical, fluorogenic H-Leu-NHMec substrate, 1536-well (AID 1619). 0.38% of 220,000 active. recombinant M17LAP, H-Leu-NHMec fluorogenic kinetic assay; higher % means a stronger effect. inhibition, % at 30 µM, or IC50 in µM where a hit was titrated;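 active means compound inhibiting the enzyme by more than half at any dose during confirmatory dose-response retesting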;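 further: plate controls were full reaction with DMSO carrier for no effect and no enzyme background for full effect; strong numbers were not always called active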
XIAP displacement = XIAP antagonists, biochemical, IAP family, fluorescence polarization (AID 1018) | 0.007% of 200,000 active | XIAP BIR domain, fluorescence polarization peptide displacement; higher % means a stronger effect | one-dose displacement, % at 20 µM; IC50 in µM for titrated hits; in the data active means displacement above about 50%; further: a part of the inactive calls stands beside numbers as strong as those of hits
WT yeast gro inh = growth inhibition of WT strain, primary screen, mitochondrial fusion inhibitor project, WT and mutant strains, chemical genetic | mitochondrial fusion phenotypic screen | inhibition, % at 10 µM | 2.1% of 190,000 active | AID 1362, 2008; in the data active means inhibition above about 58%; tested in S. cerevisiae
M1AAP inhibition = P. falciparum M1AAP inhibitors, biochemical, fluorogenic H-Leu-NHMec substrate, 1536-well (AID 1445) | Aminopeptidase N (Plasmodium falciparum (isolate 3D7)) | recombinant M1AAP, H-Leu-NHMec fluorogenic kinetic assay; higher % means a stronger effect | inhibition, % at 30 µM; hits with a dose series show IC50 in µM | 0.42% of 220,000 active;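 active means primary inhibition above the hit cutoff, then over 50% inhibition at one or more dose response concentrations, cut at about 23% in these data, passing the limit was not always enough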;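 further: plate controls were DMSO full reaction for no effect and no enzyme background for full effect; strong numbers were not always called active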
human PMI inhibition = inhibitors of human PMI, primary screen, biochemical, fluorescence intensity, coupled assay (AID 1209); purified PMI enzyme, coupled fluorescence intensity; higher % means a stronger effect; one-dose inhibition, % at 20 µM; IC50 in µM for titrated hits; 0.42% of 190,000 active;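 further: plate controls were DMSO vehicle for no effect and wells lacking substrate for full effect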
Yfh1-off respiration = enhancers of respiration in Yfh1-depleted yeast, dose response, Friedreich's ataxia, plus single-dose screen (AID 1465); S. cerevisiae Yfh1-off respiration, WST-1 reduction, 72 h; higher fold induction means a stronger effect; fold induction at 50 µM; hits with a dose series show EC50 in µM; 0.074% of 220,000 active;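 active means fold induction of absorbance versus untreated yeast above a set limit, then at least 30% activation at any dose in follow-up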;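 further: activators that raise dye reduction in frataxin-depleted yeast; strong numbers were not always called active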
LYP phosphatase = inhibitors of LYP phosphatase, biochemical, fluorescence intensity, uHTS (AID 1779); Tyrosine-protein phosphatase non-receptor type 22 (Homo sapiens); recombinant LYP phosphatase, fluorescence intensity; higher % means a stronger effect; inhibition, % at 11.5 µM; hits with a dose series show IC50 in µM; 0.054% of 290,000 active;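 further: plate controls were vehicle with enzyme for no effect and no enzyme for full effect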
TNAP activation fold = human TNAP enzyme activators, primary screen, biochemical, luminescent, no phosphate acceptor, uHTS (AID 1001) | Alkaline phosphatase, tissue-nonspecific isozyme (Homo sapiens) | purified TNAP, luminescent activation assay, no phosphate acceptor; higher activation fold means a stronger effect | activation fold at 20 µM, or EC50 in µM where a hit was titrated | 0.03% of 200,000 active; in the data active means activation fold from about 3, or a potency from the dose series; inactive means the rest, 99 in 100 with activation fold below about 1.6; further: many of its hits are not listed in these tables
PMI inhibition = human PMI inhibitors, high substrate, primary screen, biochemical, fluorescence intensity, high mannose 6-phosphate (AID 1220); inhibition, % at 20 µM, or IC50 in µM where a hit was titrated; 0.66% of 190,000 active; recombinant PMI enzyme, coupled fluorescence intensity; higher % means a stronger effect
WT yeast gro inh mutant strain = second read-out of WT yeast gro inh, no call of its own (marks repeat the call); inhibition, %; mitochondrial fusion phenotypic screen, mutant strain inhibition
* marks the source's active call; other numbers are inactive results; i = inactive; . = not tested or not shown. Unless noted, no stated cut-off is given here; in the data, active means inhibition above about 50%; inactive means the rest.

cpd | molecule | M17LAP inhibition | LYP phosphatase | human PMI inhibition | PMI inhibition | Yfh1-off respiration | XIAP displacement | M1AAP inhibition | WT yeast gro inh mutant strain | TNAP activation fold | WT yeast gro inh
1 | N#Cc1cn(CC(=O)N2CCCC2)c2ccccc12 | -2% | -4% | 2% | 4% | i | -1.1% | 3% | 0 | 1 | 0
2 | CCOC(=O)N1CCN(C(c2ccc(C)cc2)c2sc3nc(C)nn3c2O)CC1 (stereo not given) | 5% | -5% | . | . | i | . | 2% | 12 | . | 18
3 | Cc1ccc(S(=O)(=O)NNC(=O)c2ccccc2O)cc1 | 15% | -5% | 1% | 7% | i | -2.3% | 11% | -11 | 1 | 0
4 | Cc1ccc(SC(C)C(=O)NCC(C)C)cc1 (stereo not given) | 2% | -11% | 11% | 2% | i | -2.2% | 10% | -4 | 1 | -2
5 | CCN(CC)CCCNC(=O)c1ccc2c(Cl)c3c(nc2c1)CCCC3 | 10% | -7% | -2% | -3% | i | -9.7% | 4% | 0 | 1 | -15
6 | COc1cc(/C=C/C(=O)O)cc(S(=O)(=O)NCCO)c1OC | 1% | -2% | 6% | 0% | i | -8.6% | 2% | -4 | 1.1 | 0
7 | O=C1NC(Cc2c[nH]c3ccccc23)C(=O)N1Cc1cccc2ccccc12 (stereo not given) | 11% | -4% | 22% | 15% | i | 0.2% | -2% | -9 | 1 | -11
8 | CC(=O)N1N=C(c2ccc(C)cc2)OC1c1ccc(Br)cc1 (stereo not given) | -27% | 2% | 11% | 8% | i | 4.0% | 4% | -0.4* | 1.1 | 63*
9 | Nc1nncn1C(=O)CCCOc1ccccc1 | 3% | -9% | -4% | 4% | i | -0.7% | 6% | -1 | 1.1 | 13
10 | CCOc1ccccc1N(CC(=O)NCc1ccc(OC)cc1)S(C)(=O)=O | -9% | -7% | -7% | -14% | i | -6.0% | 5% | -16 | 1.1 | 42
11 | COc1cc2c(cc1OC)C(COc1ccccc1OC)N(C(=O)c1ccco1)CC2 (stereo not given) | -1% | -7% | -10% | -3% | i | -6.6% | 6% | 4 | 1.1 | 15
12 | CCCCC(=O)Nc1cccc(NC(=S)NC(=O)COc2ccccc2Cl)c1 | -2% | -2% | 9% | -4% | i | -2.1% | 5% | -6 | 0.9 | -4
13 | CCc1ccccc1NC(=O)N1C2CCCC1CC(NC(=O)C(C)(C)C)C2 (stereo not given) | 2% | -1% | 9% | 9% | i | -6.3% | 9% | -21 | 1 | -2
14 | Cc1ccc2cc(C)c3nnc(SCC(=O)Nc4nc5c(s4)CCCC5)n3c2c1C | -3% | 6% | -1% | 3% | i | -5.3% | -2% | 19 | 0.9 | 33
15 | COc1ccc(-n2cnc3c(sc4nc(N5CCOCC5)c5c(c43)CCCC5)c2=O)cc1 | 2% | 0% | 4% | 4% | i | -6.5% | 6% | 5 | 0.9 | 13
16 | COCCN1C(=O)C(O)=C(C(C)=O)C1c1ccc(F)cc1 (stereo not given) | 18% | -10% | -5% | -11% | i | -3.0% | 3% | 5 | 1.1 | -6
17 | O=C(c1ccccc1F)N1CCN(Cc2ccccc2F)CC1 | 8% | -5% | 10% | -4% | i | -7.1% | 2% | 0 | 1.1 | 11
18 | CC1CCCC(NC(=O)COC(=O)[C@@H]2CC(O)CN2S(=O)(=O)c2ccc3c(c2)OCCO3)C1C (stereo not given in full) | 6% | -6% | 3% | 7% | i | -5.8% | 6% | 5 | 0.9 | -18
19 | COc1ccc(NC(=O)c2ccccc2C)c(OC)c1 | 8% | -5% | 6% | 14% | i | -10% | 6% | -13 | 1 | -2
20 | CCN1/C(=C\C(=S)Nc2ccccc2)Sc2ccccc21 | 2% | -1% | . | . | i | -3.2% | 10% | 57* | 0.9 | 69*
21 | Cc1c(OCc2ccccc2)c(=O)ccn1Cc1ccc(Cl)cc1 | 6% | 3% | -1% | 0% | i | -0.9% | 3% | 62 | 1.1 | 53
22 | COc1ccc(-c2[nH]ncc2CN(CC2CCC(=O)N2)C(C)C)cc1F (stereo not given) | -1% | 0% | 5% | -1% | i | -6.7% | 7% | 9 | 1 | 20
23 | Cn1c(COc2ccc(Cl)cc2)nnc1SCc1ncc(-c2ccccc2)o1 | 2% | -10% | 0% | -3% | i | -0.2% | -2% | 17 | 1.1 | 41
24 | Cc1nnc(NC(=O)C2CCN(c3nnnn3-c3ccccc3)CC2)s1 | 0% | -3% | -6% | 2% | i | -3.4% | 5% | 6 | 1.1 | 4
25 | COC(=O)c1ccccc1S(=O)(=O)N1CCC(c2nc3ccccc3o2)CC1 | -9% | -11% | 4% | 0% | i | -1.5% | 1% | -4 | 1.1 | -7
26 | Cc1c(C(=O)Nc2ccc(-n3cnnn3)cc2)oc2ccccc12 | 16% | -2% | 6% | 7% | i | -0.6% | 1% | -4 | 1.1 | -2
27 | Cc1cccc(NC(=O)C2CCCN(S(=O)(=O)c3ccc4c(c3)oc(=O)n4C)C2)c1 (stereo not given) | 12% | -7% | . | . | i | . | -3% | . | . | .
28 | COC(=O)c1cc(=O)nc2sccn12 | 10% | -6% | -1% | -8% | i | -7.1% | 4% | 1 | 1.1 | -4
29 | O=C1NC2=C(C(=O)c3ccccc32)C(c2ccccc2)N1 (stereo not given) | 3% | -3% | -13% | -24% | i | -7.2% | 7% | 24 | 0.9 | -5
30 | CC(Oc1ccccc1)C(=O)N=Nc1c(O)[nH]c2ccc(Br)cc12 (stereo not given) | -3% | -19% | -5% | -2% | i | 2.3% | 19% | 21 | 1.1 | 2
31 | O=C(Cc1csc(Nc2nc(=S)[nH]c3ccccc23)n1)N1CCN(c2cccc(C(F)(F)F)c2)CC1 | 10% | -4% | -12% | -10% | i | -2.4% | 7% | -2 | 1.1 | 12
32 | Cc1cc(C)nc(-n2nc(C)cc2NC(=O)CN2CCC(C)CC2)n1 | 10% | -4% | -2% | 3% | i | -2.0% | 3% | 18 | 1.1 | 11
33 | COc1ccc(CCn2c(-c3ccc(F)cc3)nc3c(c(=O)c4ccccc4n3C)c2=O)cc1OC | -7% | -1% | . | . | i | . | -2% | . | . | .
34 | CCOC(=O)C1=C(C)NC(=O)NC1c1ccc(OCC(=O)N2CCCCC2)cc1 (stereo not given) | -4% | -8% | -16% | -8% | i | -6.6% | 1% | -6 | 1 | 8
35 | Cc1noc(C)c1C(=O)OCC(=O)N(C)C1CCS(=O)(=O)C1 (stereo not given) | -3% | -10% | 1% | 7% | i | -4.8% | 10% | -18 | 1.2 | -13
36 | COc1ccc(NC(=O)C(c2ccc(C)cc2)N(C)C(=O)c2cnccn2)cc1 (stereo not given) | 1% | 0% | 11% | 11% | i | 1.8% | 2% | 2 | 1.1 | 0
37 | COc1ccc(CN(C(=O)c2nsc(Cl)c2Cl)C(C(=O)NC2CCCCC2)c2ccc(OC)cc2)cc1 (stereo not given) | 3% | 3% | 4% | 4% | i | -6.7% | 3% | -8 | 1 | 1
38 | COc1cc2cc(C(c3nnnn3C3CCCC3)N(C)C3CCCCC3)c(=O)[nH]c2cc1OC (stereo not given) | -15% | -6% | -3% | 0% | i | -7.9% | 1% | 0 | 1 | 2
39 | CCc1ccc2c(c1)C1(SC(NC(C)=O)=NN1C(C)=O)C(=O)N2C(C)C (stereo not given) | -3% | -2% | 6% | 2% | i | -15% | -5% | 7 | 1.1 | -8
40 | CCOc1cc(/C=N/NC(=O)C(=O)NC)cc(Br)c1O | -4% | 0% | 15% | 3% | i | -5.2% | 11% | 0 | 1.2 | -12
41 | Cc1ccccc1-n1nc(C(=O)O)c(C)c(C#N)c1=O | -4% | -8% | -9% | -10% | i | -0.6% | -8% | 1 | 1.1 | 0
42 | CN(CCCCN1CCOCC1)Cc1nc(-c2ccc3c(c2)OCO3)no1 | -3% | -6% | 3% | -8% | i | -4.5% | -3% | 12 | 1.1 | 9
43 | Cc1ccc(N(C(=O)c2ccc(Br)o2)C2C=CS(=O)(=O)C2)cc1 (stereo not given) | 4% | -7% | 0% | 2% | i | -0.9% | 6% | -16 | 1.1 | -31
44 | C/C(N)=C(/C#N)C(=O)COC(=O)c1ccc(C#N)cc1 | -7% | 0% | -6% | -4% | i | -0.2% | 7% | 9 | 1.2 | -14
45 | CN(C)C(=S)Nc1ccc2c(c1)OCO2 | -4% | -1% | 30% | 12% | i | -7.9% | 7% | 6 | 1.2 | 7
46 | Fc1ccc(CSc2nnc(-c3cc4c(s3)-c3ccccc3CC4)o2)cc1 | -4% | -21% | 13% | 15% | i | -8.3% | -10% | -7 | 1.1 | -8
47 | COc1cc2nc(CN(C)Cc3ccc(SC)cc3)[nH]c(=O)c2cc1OC | -2% | -4% | . | . | i | . | -2% | . | . | .
48 | C=CCNC(=S)NNC(=O)c1cccn(Cc2cccc(Cl)c2)c1=O | 11% | -10% | -10% | -4% | i | -4.6% | 11% | -2 | 1 | -1
49 | Cc1cc(NC(=O)CN2CCN(S(=O)(=O)c3ccc(Cl)cc3)CC2)no1 | -23% | -7% | 2% | 2% | i | -7.2% | -6% | -16 | 1 | -10
50 | Cc1cc(C)c(S(=O)(=O)Nc2ccc(C(N)=O)cc2)c(C)c1 | 7% | -7% | 2% | -1% | i | -2.8% | 0% | 1 | 1 | -5
51 | O=C(c1cccnc1)n1nc(NCc2ccccc2)nc1NCc1ccccc1 | -3% | 1% | 7% | 2% | i | -5.8% | -2% | 8 | 1.1 | -54

Entries listed so far containing a Cl atom, in the order listed:
cpd | molecule | M17LAP inhibition | LYP phosphatase | human PMI inhibition | PMI inhibition | Yfh1-off respiration | XIAP displacement | M1AAP inhibition | WT yeast gro inh mutant strain | TNAP activation fold | WT yeast gro inh
5 | CCN(CC)CCCNC(=O)c1ccc2c(Cl)c3c(nc2c1)CCCC3 | 10% | -7% | -2% | -3% | i | -9.7% | 4% | 0 | 1 | -15
12 | CCCCC(=O)Nc1cccc(NC(=S)NC(=O)COc2ccccc2Cl)c1 | -2% | -2% | 9% | -4% | i | -2.1% | 5% | -6 | 0.9 | -4
21 | Cc1c(OCc2ccccc2)c(=O)ccn1Cc1ccc(Cl)cc1 | 6% | 3% | -1% | 0% | i | -0.9% | 3% | 62 | 1.1 | 53
23 | Cn1c(COc2ccc(Cl)cc2)nnc1SCc1ncc(-c2ccccc2)o1 | 2% | -10% | 0% | -3% | i | -0.2% | -2% | 17 | 1.1 | 41
37 | COc1ccc(CN(C(=O)c2nsc(Cl)c2Cl)C(C(=O)NC2CCCCC2)c2ccc(OC)cc2)cc1 (stereo not given) | 3% | 3% | 4% | 4% | i | -6.7% | 3% | -8 | 1 | 1
48 | C=CCNC(=S)NNC(=O)c1cccn(Cc2cccc(Cl)c2)c1=O | 11% | -10% | -10% | -4% | i | -4.6% | 11% | -2 | 1 | -1
49 | Cc1cc(NC(=O)CN2CCN(S(=O)(=O)c3ccc(Cl)cc3)CC2)no1 | -23% | -7% | 2% | 2% | i | -7.2% | -6% | -16 | 1 | -10
